D2 agonist = D2 dopamine receptor (human) agonism. P14416. HEK293 T-REx D2 cells, calcium flux agonist mode. activation, % at 2 µM. 340,000 compounds, 0.53% hits;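 active = activation over 3 SD above normal in the single-dose calcium agonist read, cut at about 30% in these data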; note: 0% is about no effect
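In this primary screen, compounds producing a positive calcium signal within 180 s of addition to tetracycline-induced, force-coupled HEK293 Trex D2 cells are flagged; cells are dye-loaded with a no-wash calcium kit beforehand.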
TrxR1 substrate = is turned over as a substrate by rat TrxR1; O89049; purified TrxR1 substrate turnover, NADPH consumption readout; Potency, µM (doses to about 114 µM), for the others: top-dose activity change, negative = substrate turnover; 390,000 compounds, 0.01% hits; note: potency is the fitted concentration of half-maximal effect; % is set by controls: 0 for no effect and ±100 for the full control effect; nearly all actives have a fitted effect of over 50% in size
Target sequence (O89049 whole entry, looked up): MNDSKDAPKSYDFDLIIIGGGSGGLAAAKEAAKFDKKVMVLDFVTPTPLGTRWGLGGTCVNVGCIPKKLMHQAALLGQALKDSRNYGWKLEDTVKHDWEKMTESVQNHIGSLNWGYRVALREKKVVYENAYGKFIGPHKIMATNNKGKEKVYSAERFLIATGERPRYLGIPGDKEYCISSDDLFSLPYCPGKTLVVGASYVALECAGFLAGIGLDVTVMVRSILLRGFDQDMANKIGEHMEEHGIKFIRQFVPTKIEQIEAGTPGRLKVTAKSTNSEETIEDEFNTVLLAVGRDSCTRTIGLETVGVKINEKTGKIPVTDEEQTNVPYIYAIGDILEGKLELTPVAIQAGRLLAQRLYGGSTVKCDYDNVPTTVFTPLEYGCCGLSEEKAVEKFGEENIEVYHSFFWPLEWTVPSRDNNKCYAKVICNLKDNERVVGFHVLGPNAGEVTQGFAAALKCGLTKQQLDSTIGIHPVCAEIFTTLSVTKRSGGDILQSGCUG
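Rat TrxR1, dispensed at 90 nM, was prereduced with 400 uM NADPH (final) for 5 min at ~22 deg C, then incubated with compound 15 min before 400 uM selenite. A first-read NADPH fluorescence drop versus no-compound background flagged substrates.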
D2 antagonist = antagonizes the human D2 dopamine receptor. P14416. HEK293 TREx D2 cells, calcium flux, dopamine EC80. inhibition, % at 10 µM. 340,000 compounds, 2% hits; in the data active = inhibition above about 30%; note: 0% is about no effect
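Overnight-induced (tetracycline, 30 C) HEK293 T-REx cells carrying force-coupled D2 receive a no-wash calcium dye, then compound, then EC80 dopamine at 180 s; signals are read kinetically throughout.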
USP1 inh = inhibitors of human USP1/UAF1 deubiquitinase; Potency, µM (top dose mostly 57.1 µM), for the others: at the highest dose activity change, negative = inhibition, usual class: inhibitors; 390,000 compounds, 0.23% hits; recombinant USP1/UAF1, Ub-Rhodamine cleavage fluorescence; O94782; note: potency is the fitted concentration of half-maximal effect; % is set by controls: 0 for no effect and ±100 for the full control effect; nearly all actives have a fitted effect of over 60% in size; inactives centre near -12
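Step one: compound is pinned into 1nM USP1/UAF1 in HEPES pH 7.8 buffer with TCEP. Step two: 15 min room-temperature incubation. Step three: Ub-Rho (150nM final) starts cleavage, tracked by fluorescence over six one-minute reads.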
TRHR agonist = activates the human TRH receptor; P34981; TRHR cells, calcium flux fluo-8, FDSS agonist mode; activation, % at 2 µM; 360,000 compounds, 0.18% hits; in the data active = activation above about 30%; note: 0% is about no effect
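Steps: seed TRHR cells overnight; add fluo-8 no-wash Ca dye, RT 30 min–1.5 h; record 10 s baseline; pin-transfer compounds; monitor fluorescence 1 cycle/s for the agonist window. Calcium increases flag candidate agonists.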
TRHR enhancer = allosteric enhancers of human TRH receptor | TRHR cells, fluo-8 calcium fluorescence, EC20 TRH enhancement | enhancement, % at 2 µM | 360,000 compounds, 0.66% hits | AID 493056; in the data active = enhancement above about 30%; note: 0% is about no effect
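Enhancer read-out: after compound pinning and an initial kinetic agonist-mode read, an EC20 of TRH (10 nM final) was injected and fluo-8 calcium signal (Ex 480/Em 530) followed at 1 s/cycle for 100 cycles in TRHR-expressing cells.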
Pin1 inhibitor = inhibitors of human Pin1. Q13526. Pin1 FP peptide displacement, HiFluor488, 10 min. Potency, µM (highest dose often 115 µM), for the others: at the top dose activity, negative = inhibition, most hits filed as inhibitors. 390,000 compounds, 0.009% hits. AID 504891; active = well fitted inhibition curve with a large enough effect in the polarisation, with a control signal flat, not every such curve was filed as active; inconclusive = small, poorly fitted or top-dose-only effect, or effect the other way, or a change in a side signal; inactive = no such curve, though single readings can be large or run the other way; the % refers to the polarisation; note: potency is the fitted concentration of half-maximal effect; % is set by controls: 0 for no effect and ±100 for the full control effect
Target sequence (Q13526 whole entry, looked up): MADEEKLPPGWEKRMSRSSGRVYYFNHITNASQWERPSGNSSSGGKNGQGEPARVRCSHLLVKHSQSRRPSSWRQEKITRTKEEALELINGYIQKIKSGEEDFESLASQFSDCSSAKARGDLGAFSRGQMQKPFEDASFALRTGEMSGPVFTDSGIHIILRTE
mIDH1 inhibitor = inhibitors of human mutant IDH1 R132H; O75874; IDH1-R132H enzyme, NADPH consumption, diaphorase/resazurin fluorescence; Potency, µM (top dose mostly 76.6 µM), without a hit: at the highest dose activity change, negative = inhibition, most hits filed as inhibitors; 390,000 compounds, 0.093% hits; note: potency is the fitted concentration of half-maximal effect; % is set by controls: 0 for no effect and ±100 for the full control effect; nearly all actives have a fitted effect of over 65% in size
Target sequence (O75874 whole entry R132H, stated change not applied): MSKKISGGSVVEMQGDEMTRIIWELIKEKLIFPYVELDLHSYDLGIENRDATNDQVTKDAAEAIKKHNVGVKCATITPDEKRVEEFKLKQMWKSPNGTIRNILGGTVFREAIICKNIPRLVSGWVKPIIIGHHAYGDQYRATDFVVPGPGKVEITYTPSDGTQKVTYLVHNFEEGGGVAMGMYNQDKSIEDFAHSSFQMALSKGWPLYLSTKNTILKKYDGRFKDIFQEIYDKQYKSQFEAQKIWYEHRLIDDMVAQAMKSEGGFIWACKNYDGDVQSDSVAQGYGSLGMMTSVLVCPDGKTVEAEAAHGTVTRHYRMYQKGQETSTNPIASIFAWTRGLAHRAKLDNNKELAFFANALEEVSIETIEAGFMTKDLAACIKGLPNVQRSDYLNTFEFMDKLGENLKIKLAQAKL
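IDH1-R132H (0.5 ug/mL dispensed) in pH 7.5 Tris buffer was preincubated 30 min with compound, then given a substrate mix of 0.016 mM NADPH and 2 mM alpha-KG for 80 min at room temperature; remaining NADPH was read by diaphorase/resazurin fluorescence.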
rTrxR1 inhibitor = rat TrxR1 inhibition; O89049; Potency, µM (series often up to 114 µM), for inactives: at the highest dose activity change, negative = inhibition, most hits filed as inhibitors; 390,000 compounds, 1% hits; recombinant rTrxR1, NADPH fluorescence consumption, selenite substrate; note: potency is the fitted concentration of half-maximal effect; % is set by controls: 0 for no effect and ±100 for the full control effect; nearly all actives have a fitted effect of over 65% in size
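Rat TrxR1 (90 nM in the dispensed reagent) was pre-reduced with 400 uM NADPH for 5 min at room temperature, then incubated with compound for 15 min. After 400 uM selenite was added, NADPH fluorescence (Ex 340/Em 450 nm) was followed for 8 min.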
The depositor's hits bear a star; ? = inconclusive; / = no result given; [ ] = dose if it differs, or a comment. Unless noted, calls come from the whole dose curve; as a rule, active = well fitted inhibition curve with a large enough effect; inconclusive = small, poorly fitted or top-dose-only effect; inactive = no such curve, though single readings can be large or run the other way.

1) Cc1ccccc1-c1nc(CS(=O)(=O)CC(=O)N2CCCCC2)c(C)o1
2) CCOC(=O)N1CCC(NC(=O)C(Cc2ccccc2)NC(=O)C2CCCCC2)CC1 (configuration not stated)
3) CN(C1CCCCC1)S(=O)(=O)c1ccc2[nH]c(=O)oc2c1
4) Cc1ccc2nc(-c3ccc(NC(=O)c4cccnc4)cc3)oc2c1
5) CN(Cc1ccccc1)c1ncnc2c1nc1n2CCCC1
6) COc1ccc(Cl)cc1NC(=O)CSc1nc2ccccc2nc1N1CCCCC1
7) CC1CCc2c(sc3ncnc(NS(=O)(=O)c4cccs4)c23)C1 (configuration not stated)
8) CCN(CC)c1ccc(/C=C2\CCC(/C=C(\C#N)C(=O)Nc3ccccc3F)=C2N2CCOCC2)cc1
entry no.	1	2	3	4	5	6	7	8
D2 agonist	-0.5	-1.4	-0.2	1.0	-1.0	-0.3	1.0	0.7
TrxR1 substrate	9%	-8%	5%	14%	-9%	5%	0%[57.1 µM]	2%
D2 antagonist	-1	11	12	-10	/	/	2	-8
USP1 inh	-4%	1%	-10%	-22%	?	-24%	-20%	-10%
TRHR agonist	-0.4	-0.3	-0.7	2.2	-0.1	-0.6	0.4	1.4
TRHR enhancer	33*	1	-2	-1	11	4	-5	-5
Pin1 inhibitor	3%	14%	-1%	10%	-1%	53%[activator]	-8%	32%[activator]
mIDH1 inhibitor	-4%	-1%	9%	8%	0%	0%	-3%	-7%
rTrxR1 inhibitor	?	-17%	21%	-4%	-4%	20%	8%[57.1 µM]	4%

9) O=S1(=O)CCOCCN1Cc1ccccc1
10) OCC[C@@H]1C[C@@H](O)[C@H](O)[C@]2(OCCc3ccccc32)O1
11) Clc1ccc(N/N=C/c2cccnc2)cc1
12) CCOc1cc(N2CCOCC2)c(OCC)cc1NC(=O)c1[nH]c(C)c(C(C)=O)c1C
13) S=c1[nH]cnc2sc(-c3ccccc3)cc12
14) COc1ccc(CN2CCN(C(=O)C3CCC(CNS(=O)(=O)c4ccccc4)CC3)CC2)c(OC)c1OC (configuration not stated)
15) CCOC(=O)c1ccc2c(c1)N(CC(=O)N1CCCC1)C(=O)C(C)(C)O2
16) CCOC(=O)C(=CNc1ccc(OC)cc1[N+](=O)[O-])C(=O)OCC
entry no.	9	10	11	12	13	14	15	16
D2 agonist	-1.6	-0.5	-0.4	-0.3	0.5	-0.6	0.2	1.8
TrxR1 substrate	-3%[57.1 µM]	5%[57.1 µM]	-14%	5%	-5%	-4%	0%	-2%
D2 antagonist	3	8	5	-11	30	-4	-2	31*
USP1 inh	-28%	-17%	-3%	-23%	-18%	-13%	-22%	-24%
TRHR agonist	0.6	0.0	0.1	0.2	0.3	0.5	-0.3	0.4
TRHR enhancer	6	-4	6	14	9	-8	36*	-3
Pin1 inhibitor	-11%	-11%	1%	0%	13%	3%	-4%	15%
mIDH1 inhibitor	-12%	-10%	4%	2%	-1%	7%	10%	1%
rTrxR1 inhibitor	-17%[57.1 µM]	15%[57.1 µM]	-22%	37%	-8%[57.1 µM]	-7%	9%	14%

17) Cc1ccc(C(=O)Nc2ccc(C)c(S(=O)(=O)N(C)C)c2)s1
18) COC(=O)C1=C(C)OC(N)=C(C#N)C1c1cc(OC)c(OCC(N)=O)cc1Cl (configuration not stated)
19) Cc1nc2ccccc2n1C(=O)N1CCOCC1
20) O=c1[nH]c2cnccc2n1-c1ccccc1
21) NS(=O)(=O)c1ccc(CNS(=O)(=O)c2ccc(Cl)nc2)cc1
22) CCCCn1c(SCC(=O)c2ccc(OC)c(OC)c2)nc2cc(S(N)(=O)=O)ccc21
23) CC(=O)C[C@@H](O)CC(=O)[C@@H]1OC(=O)[C@@H](C)C/C=C\Cc2ccccc21
24) CC(=O)c1cccc(CN2CCCC(N3CCN(c4ccccc4F)CC3)C2)c1 (configuration not stated)
entry no.	17	18	19	20	21	22	23	24
D2 agonist	-1.4	-0.7	0.1	-1.6	/	0.2	/	/
TrxR1 substrate	-13%	6%	3%	2%[57.1 µM]	1%	-4%	8%	-1%
D2 antagonist	-15	-2	27	-5	/	14	/	/
USP1 inh	-7%	-13%	-14%	-16%	-7%	-17%	-14%	-6%
TRHR agonist	0.3	0.2	0.9	0.3	0.3	-0.1	/	-0.2
TRHR enhancer	-3	6	3	10	0	-8	/	1
Pin1 inhibitor	-1%	-4%	-2%	-5%	2%	9%	-4%	-2%
mIDH1 inhibitor	6%	2%	4%	-2%	0%	9%	28%	-5%
rTrxR1 inhibitor	-8%	?	4%	17%	17%	0%	8%	14%

25) COc1ccc(OCCSc2nnc3sc4ccccc4n23)cc1
26) CC(=O)NN1C(=O)c2ccc3c4c(ccc(c24)C1=O)C(=O)N(NC(C)=O)C3=O
27) O=C(O)CC1(CC(=O)Nc2ccccc2N2CCOCC2)CCCC1
28) COC(=O)c1c(N)n(-c2ccc(OC)c(OC)c2)c2nc3ccccc3nc12
29) Cc1ccc(NS(=O)(=O)c2ccc(NC(=O)C(C)Sc3ccc(Cl)cc3)cc2)c(C)c1 (configuration not stated)
30) CCCCON1C(=O)c2cccc3cccc(c23)C1=O
31) CC(=O)Nc1ccc(NC(=O)CSc2ccc(C)cc2)cc1
32) COc1ccc(-c2nnc(SCCC(=O)O)n2C)cc1OC
entry no.	25	26	27	28	29	30	31	32
D2 agonist	-0.3	-0.1	1.2	2.7	6.7	-0.7	/	0.0
TrxR1 substrate	5%	-16%	-2%[57.1 µM]	0%	0%	21%	1%	10%[57.1 µM]
D2 antagonist	-4	7	-7	/	17	2	/	34*
USP1 inh	-15%	-15%	-14%	-24%	-26%	-12%	-6%	-16%
TRHR agonist	-0.6	0.4	-0.8	0.1	2.2	-0.5	-0.7	-0.5
TRHR enhancer	4	-5	7	13	-8	-3	6	3
Pin1 inhibitor	2%	-9%	3%	-4%	0%	-6%	-2%	0%
mIDH1 inhibitor	0%	3%	6%	-1%	3%	-5%	-1%	5%
rTrxR1 inhibitor	8%	44%[2.29 µM]	14%[57.1 µM]	-2%	11%	7%	2%	14%[57.1 µM]

An excerpt of these results, with each value named.
(29) Cc1ccc(NS(=O)(=O)c2ccc(NC(=O)C(C)Sc3ccc(Cl)cc3)cc2)c(C)c1 (configuration not stated)
  D2 agonist: 6.7 | TrxR1 substrate: 0% | D2 antagonist: 17 | USP1 inh: -26% | TRHR agonist: 2.2 | TRHR enhancer: -8 | Pin1 inhibitor: 0% | mIDH1 inhibitor: 3% | rTrxR1 inhibitor: 11%

(31) CC(=O)Nc1ccc(NC(=O)CSc2ccc(C)cc2)cc1
  D2 agonist: / | TrxR1 substrate: 1% | D2 antagonist: / | USP1 inh: -6% | TRHR agonist: -0.7 | TRHR enhancer: 6 | Pin1 inhibitor: -2% | mIDH1 inhibitor: -1% | rTrxR1 inhibitor: 2%

Continuation:
33) O=C(Nc1nc2c(s1)CCCC2)c1ccc(Br)o1
34) O=C(CSc1nnc2scc(-c3ccccc3)n12)Nc1ccc(Cl)cc1
35) Cc1ccccc1Nc1c(-c2c(F)cccc2Cl)nc2ccc(Br)cn12
36) CC(C)CC(=O)NC(=S)Nc1ccc(S(=O)(=O)Nc2nccs2)cc1
37) Cc1ccccc1NC(=O)CCC(=O)N1CC(C)Sc2ccccc21 (configuration not stated)
38) O=C(c1ccccc1)N1CCc2[nH]nc(-c3ccccc3)c2C1
39) NC(=O)c1ccccc1NC(=O)CN1c2ccccc2S(=O)(=O)c2ccccc21
40) CCCCN(C(=O)C1CCCC1)c1c(N)n(CCC)c(=O)[nH]c1=O
entry no.	33	34	35	36	37	38	39	40
D2 agonist	-0.2	-1.8	-0.2	/	-0.7	0.4	/	1.2
TrxR1 substrate	6%[57.1 µM]	0%	1%	-8%	3%	4%	-7%[57.1 µM]	1%
D2 antagonist	19	/	/	/	/	-15	/	14
USP1 inh	-16%	-18%	-7%	-5%	-8%	-21%	-28%	-8%
TRHR agonist	-0.8	-0.3	-0.6	-0.1	0.3	0.1	0.4	0.0
TRHR enhancer	-3	4	1	3	-6	-2	-1	12
Pin1 inhibitor	?	-9%	7%	-2%	4%	-3%	0%	3%
mIDH1 inhibitor	8%	/	-16%	-6%	0%	5%	8%	-2%
rTrxR1 inhibitor	-9%[57.1 µM]	4%	20%	-24%	3%	11%	-2%[57.1 µM]	10%

A portion from the list above:
28) COC(=O)c1c(N)n(-c2ccc(OC)c(OC)c2)c2nc3ccccc3nc12
29) Cc1ccc(NS(=O)(=O)c2ccc(NC(=O)C(C)Sc3ccc(Cl)cc3)cc2)c(C)c1 (configuration not stated)
30) CCCCON1C(=O)c2cccc3cccc(c23)C1=O
31) CC(=O)Nc1ccc(NC(=O)CSc2ccc(C)cc2)cc1
32) COc1ccc(-c2nnc(SCCC(=O)O)n2C)cc1OC
33) O=C(Nc1nc2c(s1)CCCC2)c1ccc(Br)o1
34) O=C(CSc1nnc2scc(-c3ccccc3)n12)Nc1ccc(Cl)cc1
35) Cc1ccccc1Nc1c(-c2c(F)cccc2Cl)nc2ccc(Br)cn12
36) CC(C)CC(=O)NC(=S)Nc1ccc(S(=O)(=O)Nc2nccs2)cc1
37) Cc1ccccc1NC(=O)CCC(=O)N1CC(C)Sc2ccccc21 (configuration not stated)
entry no.	28	29	30	31	32	33	34	35	36	37
D2 agonist	2.7	6.7	-0.7	/	0.0	-0.2	-1.8	-0.2	/	-0.7
TrxR1 substrate	0%	0%	21%	1%	10%[57.1 µM]	6%[57.1 µM]	0%	1%	-8%	3%
D2 antagonist	/	17	2	/	34*	19	/	/	/	/
USP1 inh	-24%	-26%	-12%	-6%	-16%	-16%	-18%	-7%	-5%	-8%
TRHR agonist	0.1	2.2	-0.5	-0.7	-0.5	-0.8	-0.3	-0.6	-0.1	0.3
TRHR enhancer	13	-8	-3	6	3	-3	4	1	3	-6
Pin1 inhibitor	-4%	0%	-6%	-2%	0%	?	-9%	7%	-2%	4%
mIDH1 inhibitor	-1%	3%	-5%	-1%	5%	8%	/	-16%	-6%	0%
rTrxR1 inhibitor	-2%	11%	7%	2%	14%[57.1 µM]	-9%[57.1 µM]	4%	20%	-24%	3%

Screens (PubChem)

An excerpt; rates above refer to the full screens.
